High-throughput results deposited in PubChem by National Center for Advancing Translational Sciences (NCATS).
ELG1 DNA repair: blocks ELG1-dependent DNA repair in HEK293T cells; 2.3% of 330,000 active; HEK293T ELG1-luciferase reporter, luminescence, 16 h; DNA damage induced by 5-fluorouridine; Potency, µM (doses to about 46.1 µM), without a hit: at the highest dose activity change, negative = inhibition, actives largely listed as inhibitors; note: potency is the fitted concentration of half-maximal effect; % is set by controls: 0 for no effect and ±100 for the full control effect; nearly all actives have a fitted effect of over 55% in size
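Reporter activity after DNA damage by 5-fluorouridine is monitored. Compound-treated cells incubate 16 hr at 37 °C, then ONE-Glo is added for 30 min before luminescence reading.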
FLuc counter: inhibits or activates purified firefly luciferase, miR-21 counter-screen | Potency, µM (top dose mostly 57.5 µM), for the others: at the top dose activity change, negative = inhibition, hits mostly inhibitors | AID 588342 | P08659 | purified FLuc, Km substrates, luminescence inhibition | 6.9% of 360,000 active;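 note: potency is the fitted concentration of half-maximal effect; plate controls were vehicle for no effect and reference inhibitor for full effect; nearly all actives have a fitted effect of over 55% in size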
Target sequence (P08659 whole entry, looked up): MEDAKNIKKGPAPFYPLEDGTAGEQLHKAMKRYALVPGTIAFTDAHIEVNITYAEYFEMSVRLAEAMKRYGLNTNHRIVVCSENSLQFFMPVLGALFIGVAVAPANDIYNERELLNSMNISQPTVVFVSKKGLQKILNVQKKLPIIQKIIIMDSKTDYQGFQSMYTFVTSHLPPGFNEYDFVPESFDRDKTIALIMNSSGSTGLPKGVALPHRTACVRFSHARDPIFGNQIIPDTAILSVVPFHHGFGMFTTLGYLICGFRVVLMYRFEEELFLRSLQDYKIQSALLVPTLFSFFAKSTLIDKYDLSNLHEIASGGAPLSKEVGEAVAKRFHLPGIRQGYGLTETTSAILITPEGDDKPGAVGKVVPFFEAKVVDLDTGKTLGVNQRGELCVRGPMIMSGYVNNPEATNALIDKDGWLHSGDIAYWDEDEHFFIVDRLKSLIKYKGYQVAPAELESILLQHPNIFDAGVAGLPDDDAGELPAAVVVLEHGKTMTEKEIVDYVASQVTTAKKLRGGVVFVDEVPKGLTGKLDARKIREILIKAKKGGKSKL
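Purified P. pyralis luciferase, 10 nM final, with Km-level 10 uM D-luciferin and 10 uM ATP in 50 mM Tris acetate pH 7.5, 10 mM Mg acetate, 0.01% Tween-20, 0.05% BSA; 6-point qHTS titration about 60 µM downward; luminescence read.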
Gal4-VP16 FLuc: inhibits Gal4-VP16 luciferase reporter, ROR gamma counter-screen. Drosophila S2 Gal4-VP16 UAS-luciferase, luminescence, 20 h. Potency, µM (top dose mostly 53.6 µM), for inactives: top-dose activity, negative = inhibition, hits mostly inhibitors. 3.5% of 310,000 active;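 note: Gal4-VP16 expression switched on by copper sulfate through the metallothionein promoter; potency is the fitted concentration of half-maximal effect; % is set by controls: 0 for no effect and ±100 for the full control effect; nearly all actives have a fitted effect of over 50% in size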
Rab9 promoter act: activators of Rab9 promoter. 2.8% of 320,000 active. Huh7 Rab9 promoter-luciferase reporter, luminescence, 24 h. Potency, µM (titrated, usually from 9.22 µM), without a hit: at the highest dose activation, negative = inhibition, hits mostly activators; note: potency is the fitted concentration of half-maximal effect; % of control where 0% means no effect; nearly all actives have a fitted effect of over 60% in size
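Cells were plated at 1500 per well in reduced-serum medium with 10% FBS and left 2 h. Compound in DMSO was then added for 24 h at 37 °C. Reporter signal was read by luminescence after 10 min with luciferase detection reagent.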
BRCA1 expr act: activators of BRCA1 expression. Potency, µM (titrated, usually from 46.1 µM), inactives show at the top dose activation, actives largely listed as activators. 1.1% of 380,000 active. MCF7-BRCA1-FFLuc reporter, luminescence, 48 h; response scale: scaled: vehicle 0%, 10 µM genistein 100%; note: potency is the fitted concentration of half-maximal effect; nearly all actives have a fitted effect of over 80% in size; some results filed as inactive show a strong effect at the top dose
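MCF7-BRCA1-FFLuc cells, 2000/well in phenol-red-free MEM, attached 2 h then treated 48 h at 37 C. Luciferase luminescence read 15 min after reagent; normalized to genistein maximum activation (10microM) and DMSO, concentration-response fitted.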
Tb PFK block: blocks T. brucei phosphofructokinase; AID 485367; T. brucei PFK, ADP-Glo luminescence; Potency, µM (highest dose often 57.5 µM), without a hit: at the highest dose activity, negative = inhibition, usual class: inhibitors; 0.17% of 330,000 active; O15648;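 note: potency is the fitted concentration of half-maximal effect; 0% = uninhibited 1x PFK enzyme wells and -100% = no-enzyme wells; nearly all actives have a fitted effect of over 60% in size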
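Compounds were pin-transferred as a titration series up to 57 uM into substrate buffer (0.5 mM F6P, 0.1 mM ATP, pH 8.0), then 1.25 nM PFK was added and reactions ran 45 min before ADP-Glo detection.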
ELG1 genotox: inducers of genotoxicity in HEK293T ELG1-luciferase cells; Potency, µM (top dose mostly 46 µM), for inactives: at the top dose activity change, positive = activation, actives largely listed as activators; HEK293T ELG1-luciferase reporter, luminescence, 16 h; 1.3% of 330,000 active; note: potency is the fitted concentration of half-maximal effect; % of control where 0% means no effect; nearly all actives have a fitted effect of over 60% in size
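Reporter readout depends on ELG1 protein level, which increases with genetic stress. After 16 hr compound exposure at 37 °C, luciferase activity was quantified using ONE-Glo.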
RORg inh: blocks mouse ROR gamma transcriptional activity; Drosophila S2 Gal4-RORgamma UAS-luciferase reporter, 20 h; Potency, µM (top dose mostly 53.6 µM), for inactives: top-dose activity change, negative = inhibition, usual class: inhibitors; 5.4% of 310,000 active; note: potency is the fitted concentration of half-maximal effect; % is set by controls: 0 for no effect and ±100 for the full control effect; nearly all actives have a fitted effect of over 60% in size
Target sequence (P51450 whole entry, looked up, the tested form may be a part): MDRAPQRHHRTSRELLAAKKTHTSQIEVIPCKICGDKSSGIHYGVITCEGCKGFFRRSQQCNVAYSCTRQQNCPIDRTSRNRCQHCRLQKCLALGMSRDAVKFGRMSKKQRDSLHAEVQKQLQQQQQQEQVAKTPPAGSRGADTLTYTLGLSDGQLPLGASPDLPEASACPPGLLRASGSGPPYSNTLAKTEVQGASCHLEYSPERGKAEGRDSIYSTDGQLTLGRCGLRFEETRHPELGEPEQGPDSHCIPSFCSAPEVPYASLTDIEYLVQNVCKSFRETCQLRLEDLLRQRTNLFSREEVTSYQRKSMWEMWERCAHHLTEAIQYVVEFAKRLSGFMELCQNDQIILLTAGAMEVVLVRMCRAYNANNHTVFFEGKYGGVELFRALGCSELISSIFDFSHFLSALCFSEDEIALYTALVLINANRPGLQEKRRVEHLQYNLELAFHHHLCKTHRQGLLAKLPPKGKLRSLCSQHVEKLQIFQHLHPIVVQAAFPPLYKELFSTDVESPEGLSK
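Read-out: Photinus luciferase luminescence; inhibitors lower reporter signal. Insect Schneider cells with Gal4-ROR gamma fusion under metallothionein promoter, UAS reporter; 700 uM final copper sulfate induction, 20 hr, ambient temperature.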
NPC1 prom act: activates the NPC1 promoter | Huh7 NPC1 promoter luciferase reporter, 24 h | Potency, µM (highest dose often 9.22 µM), without a hit: top-dose activation, usual class: activators | 2.4% of 320,000 active | AID 485313;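 note: potency is the fitted concentration of half-maximal effect; % of control where 0% means no effect; nearly all actives have a fitted effect of over 60% in size; reporter is driven by a mutant NPC1 promoter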
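Stable NPC1-promoter luciferase Huh7 line; cpd (DMSO) 24 h, 37 °C, 5% CO2; Amplite luciferase reagent 10 min RT; luminescence readout. qHTS format.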
TRPV1 ag: activates the human vanilloid receptor TRPV1 | 0.19% of 320,000 active | TRPV1-expressing cells, Fluo-8 calcium influx, agonist mode | activation, % at 8.33 µM | Q8NER1; in the data active = activation above about 80%; inconclusive = between about 30% and that limit; note: 0% is about no effect
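TRPV1-expressing cells were cultured overnight at 35.5C and loaded with Fluo-8 calcium dye for 40 to 90 min at room temperature. After a 10 s baseline, compound was added and calcium influx was read kinetically for 3 min (ex 480/em 520 nm).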
p53 reactivator: re-activators of mutant p53; 0.063% of 320,000 active; H1299 p53-A138V BP100-luciferase reporter, luminescence, 24 h; AID 504706; Potency, µM (titrated, usually from 92.2 µM), inactives show at the highest dose activity change, positive = activation, hits mostly activators; note: potency is the fitted concentration of half-maximal effect; % of control where 0% means no effect; nearly all actives have a fitted effect of over 45% in size
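H1299 (p53-null), stable ts p53-A138V + BP100-Luc; 1000 cells/well, Opti-MEM/10% FBS; cpd 4 pt, 1:5; 24 h, 37 deg C, 5% CO2; detection reagent 10 min RT; luminescence.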
Starred values were filed as active, the others as inactive; ? = inconclusive; / = no result given; & = joins results of further samples. Unless noted, calls come from the whole dose curve; as a rule, active = well fitted curve in the direction sought with a large enough effect; inconclusive = small, poorly fitted or top-dose-only effect, or another doubt; inactive = no such curve, though single readings can be large; an effect the other way counts as inactive or inconclusive.

SMILES | ELG1 DNA repair | FLuc counter | Gal4-VP16 FLuc | Rab9 promoter act | BRCA1 expr act | Tb PFK block | ELG1 genotox | RORg inh | NPC1 prom act | TRPV1 ag | p53 reactivator
O=c1cc(CSc2nnnn2-c2ccccc2)nc(Nc2ccc(F)cc2)[nH]1 | -4% | 0% | -4% | 4% | -1% | -28% | -16% | 19% | 4% | 2 | 3%
CCc1ccccc1NC(=S)N1CCC(C(=O)c2ccc(F)cc2)CC1 | ? | 2% | ? | 3% | -7% | 2% | -5% | ? | -5% | / | -1%
CCCCCC1CCC(c2ccc(C(N)=O)cc2)CC1 (configuration not stated) | 5% | 7% | 0% | 4% | 24% | 2% | 0% | 16% | -4% | 1 | 1%
O=C(NCCNC(=O)c1ccc(Br)o1)c1ccc(Br)o1 | ? | 3% | -4% | 9% | -2% | 3% | -1% | 2% | 1% | 5 | -10%
CCCc1cc(C(=O)NC2CCCCC2)no1 | ? | ? | 3% | ? | ? | 8% | 16µM* | -5% | 4µM* | -1 | 10%
CCN1C(=O)[C@@H]2[C@@H](c3ccc(-c4ccc(Cl)c(Cl)c4)cc3)N3CCC[C@@]3(C(=O)OC)[C@@H]2C1=O | 2.3µM* | / | / | / | -19% | -4% | -9% | / | / | / | -4%
O=C(NCc1ccccc1C(F)(F)F)C1CC(c2ccccc2C(F)(F)F)=NO1 (configuration not stated) | ? | -1% | 4% | -5% | 9% | -15% | 0% | 26% | -6% | 7 | -5%
CC(=O)Nc1sc2c(c1C(c1cccc(F)c1)N1CCN(CCO)CC1)CCCC2 (configuration not stated) | 1% | -3% | -17% | -5% | -7% | -1% | 0% | 12% | -1% | 10 | 7%
O=C(CSCc1ccc(Br)cc1)N1CCOCC1 | ? | -7% | -15% | 12% | 71% | 2% | ? | -2% | 7% | 0 | ?
COc1ccc(C(=O)COC(=O)c2ccc3c(c2)OCCO3)c(OC)c1 | ? | 12µM* | / | 23% | ? | -12% | 14% | / | -2% | -1 | 6%
COC(=O)C1CCN(c2ccc([N+](=O)[O-])cc2[N+](=O)[O-])CC1 | 8% | -3% | 7% | 0% | -3% | -8% | 3% | 23% | -4% | 6 | -2%
O=C(O)CCc1ccc(-c2cccs2)o1 | ? | -17% | ? | -1% | 20% | ? | 0% | 11µM* | 1% | -1 | -17%
CCN(C(=O)COC(=O)c1[nH]c(C)c(C(C)=O)c1C)C1CCS(=O)(=O)C1 (configuration not stated) | 13% | 2% | -6% | -1% | -17% | 1% | 0% | -14% | -4% | 1 | -8%
COc1ccc(C(=O)N/C(=C\c2cccc([N+](=O)[O-])c2)C(=O)Nc2cccc(C(=O)O)c2)cc1 | -9% | -1% | -7% | -2% | 19% | 15% | 1% | -5% | -6% | 0 | 1%
C=CCN(c1ccccc1)S(=O)(=O)c1cccc(C(=O)Nc2ccc(N3CCOCC3)cc2)c1 | 15µM* | -16% | / | -3% | -47% | 1% | -11% | / | -4% | ? | -5%
CS/C(=N\S(=O)(=O)c1cccs1)Nc1ccc(Br)cc1F | 3% | 0% | 0% | -1% | -10%&-17% | 1% | -4% | 7% | 0% | 1 | 5%
O=c1[nH][nH]c(-c2ccccc2)c1C=Nc1ccccc1 | -2% | 4% | -7% | 0% | 0% | 0% | 1% | -19% | 0% | -5 | 10%
CCc1nnc(NC(=O)c2ccc(Cl)c(S(=O)(=O)N3CCc4ccccc4C3)c2)s1 | ? | 1% | 2% | 0% | -35% | 0% | -7% | -34% | -1% | 5 | -3%
CC(C)N(Cc1ccccc1)C(=O)/C=C/c1ccccc1[N+](=O)[O-] | ? | 0% | 3% | -5% | -47% | -8% | -7% | ? | -1% | 22 | -5%
Cc1ccccc1C(=O)NN1CC(C(=O)OCc2ccc(Cl)c(Cl)c2)CC1=O (configuration not stated) | 3% | -2% | 4% | 15% | -6% | ? | 1% | 15% | -3% | 3 | 9%
Cc1ccc(NC(=O)CSc2nn3c(=O)c(C)nnc3s2)cc1Cl | -20% | 5% | -1% | 5% | -40% | -18% | 2% | -10% | 9% | -5 | -5%
CC(=O)Nc1ccc(S(=O)(=O)Nc2nc3ccccc3nc2Nc2ccc(O)c(C(=O)O)c2)cc1 | 16% | ? | 4% | -3% | 1% | -3% | 1% | -4% | -1% | 3 | 26%
CCCCC(=O)Nc1nn(CC(C)C)c2nc3ccccc3cc12 | -11% | -1% | 4% | -9% | -10% | 3% | 1% | -4% | 0% | ? | -3%
COc1cc(C(=O)N2CCC3(CC2)NCCc2[nH]cnc23)cc(OC)c1OC | ? | 2% | -12% | -6% | 2% | 0% | 0% | -15% | -3% | -4 | 8%
CC(C)c1cc(C(=O)Nc2sc3c(c2C#N)CCC3)no1 | 15% | 3% | 12% | 20% | -34% | 3% | 0% | -44% | -2% | 9 | 24%
COc1ccc(-n2c(SCC(=O)N(C)c3ccccc3)nc3c([nH]c4ccccc43)c2=O)cc1OC | ? | 2% | ? | 3% | -34% | -8% | ? | ? | -5% | 2 | 15%
Cc1ccc(C)c(S(=O)(=O)NCc2ccncc2)c1 | ? | 2% | ? | -21% | -55% | -1% | -8% | ? | -11% | -2 | -1%
CC(OC(=O)c1nc(Cl)ccc1Cl)C(=O)Nc1ccccc1F (configuration not stated) | 17% | 10% | / | -2% | 1% | -5% | 4% | / | -3% | -4 | 1%
COc1ccc(S(=O)(=O)N2CCCC(C(=O)NCc3ccccn3)C2)cc1Cl (configuration not stated) | -3% | 8% | -2% | -11% | -12% | -7% | 7% | -5% | -5% | 6 | 6%
Cc1ccc(-c2[nH]ncc2CNCCc2cnn(-c3ccccc3)c2)cc1C | -24% | 0% | ? | 5% | -14% | 0% | -10% | ? | -7% | 11 | -3%

Random excerpt: 2 compounds from above
SMILES | ELG1 DNA repair | FLuc counter | Gal4-VP16 FLuc | Rab9 promoter act | BRCA1 expr act | Tb PFK block | ELG1 genotox | RORg inh | NPC1 prom act | TRPV1 ag | p53 reactivator
CC(=O)Nc1ccc(S(=O)(=O)Nc2nc3ccccc3nc2Nc2ccc(O)c(C(=O)O)c2)cc1 | 16% | ? | 4% | -3% | 1% | -3% | 1% | -4% | -1% | 3 | 26%
CC(C)N(Cc1ccccc1)C(=O)/C=C/c1ccccc1[N+](=O)[O-] | ? | 0% | 3% | -5% | -47% | -8% | -7% | ? | -1% | 22 | -5%

More results:
SMILES | ELG1 DNA repair | FLuc counter | Gal4-VP16 FLuc | Rab9 promoter act | BRCA1 expr act | Tb PFK block | ELG1 genotox | RORg inh | NPC1 prom act | TRPV1 ag | p53 reactivator
CC1(C)CC(=O)C(CCCN2C(=O)c3ccccc3C2=O)C(=O)C1 | -1% | 5% | -9% | 3% | 1% | -3% | 2% | -3% | -4% | / | 2%
COc1ccc(NC(=O)c2ccc(C)cc2Cl)c([N+](=O)[O-])c1 | ? | 6µM* | -7% | ? | ? | 1% | ? | 7% | ? | -5 | 7%
CC1CCC(C(C)C)C(OC(=O)Cn2c(-c3ccc(Cl)cc3)[n+](C)c3ccccc32)C1 (configuration not stated) | ? | 6% | ? | -25% | -36% | 1% | -9% | ? | -25% | 9 | -13%
COc1cc(C2Nc3ccc4ncccc4c3C3=C2C(=O)CCC3)ccc1O (configuration not stated) | ? | ? | 25% | -4% | -74% | 0% | 18% | -1% | -9% | 2 | 2%
O=C(CCc1ccccc1)NCC1(c2ccccc2)CCCC1 | ? | -2% | -5% | 3% | -13% | -11% | -4% | 34% | -3% | ? | -2%
CCn1c(SCC(=O)c2ccccc2)nnc1-c1cc2cc(Br)ccc2o1 | 6% | 5% | -20% | 1% | -51% | 1% | 1% | 7% | 12% | -3 | -1%
COc1ccc(-c2nnc(SCCC(=O)O)n2-c2ccccc2)cc1 | 8% | 7% | -17% | -3% | -2% | 0% | 1% | 13µM* | -4% | -6 | -9%
CC1=NN(/C(=N\c2nnc(C)s2)Nc2ccccc2)[C@H](c2ccc(C)cc2)S1 | -10% | -1% | -10% | -5% | -31% | -4% | -5% | 8.9µM* | -5% | 17 | -7%
Cn1c2ccccc2c(=O)c2c(=O)n(Cc3ccco3)c(COc3ccccc3)nc21 | ? | -6% | 18µM* | 0% | 9% | -8% | -10% | ? | -7% | -9 | -10%
Cc1ccc(CNC(=O)C2CCC(=O)N(CCc3cccc(F)c3)C2)s1 (configuration not stated) | 0% | 4% | / | 2% | -21% | 0% | 1% | / | -4% | 5 | /
CC(C)C(=O)Nc1ccc(N2CCCC2)c(Cl)c1 | ? | ? | -1% | 20% | 61% | -3% | 13% | -32% | 15% | 26 | 11%
Cc1nnc2sc(-c3cccc(F)c3)nn2c1=O | 15% | -28% | 4% | 10% | 42% | 1% | 0% | -11% | 6% | 0 | 0%
CN(Cc1ccc(F)cc1)Cc1nc(-c2cnccn2)no1 | / | 0% | 2% | -1% | -1% | 1% | / | 2% | -3% | 1 | /
